# Assay outcomes (PubChem BioAssay)
# HMGR II inh: inhibitors of class II HMG-CoA reductase from Enterococcus faecalis. purified E. faecalis HMGR, NADPH absorbance 340 nm kinetic. inhibition, % at 10 µM. hit rate 0.41% among 190,000. AID 1066;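 active = inhibition above a set limit, the median over all tested compounds plus 3 SD, cut at about 9.5% in these data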;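 note: enzyme runs in reverse so mevalonate oxidation gives rising NADPH absorbance; 0% = complete reaction with DMSO and 100% = background rate lacking mevalonate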
# ROMK primary: human ROMK K+ channel modulation, primary screen. P48048. Tet-inducible ROMK, thallium flux fluorescence; actives lie on both sides. B-score at 10 µM. hit rate 2% among 130,000. AID 1918;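 active = signal ratio slope over the read window, or its plate-corrected B-score, at least 3 SD from the plate mean, either direction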;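 note: B-score of the F/F0 ratio slope over 7 to 12 s after thallium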
# Target sequence (P48048 whole entry, looked up): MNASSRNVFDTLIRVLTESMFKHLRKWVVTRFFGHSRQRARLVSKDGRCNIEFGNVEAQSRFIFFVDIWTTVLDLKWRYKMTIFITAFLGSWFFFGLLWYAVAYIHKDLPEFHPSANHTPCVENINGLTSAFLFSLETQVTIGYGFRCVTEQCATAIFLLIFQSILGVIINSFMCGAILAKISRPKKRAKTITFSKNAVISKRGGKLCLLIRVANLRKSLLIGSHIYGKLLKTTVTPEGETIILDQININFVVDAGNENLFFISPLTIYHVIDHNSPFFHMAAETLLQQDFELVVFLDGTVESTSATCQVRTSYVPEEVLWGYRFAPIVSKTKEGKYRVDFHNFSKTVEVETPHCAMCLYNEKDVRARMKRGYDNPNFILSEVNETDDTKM
# PPARg SRC1 recr: promotes SRC-1 coactivator recruitment by human PPARgamma; P37231; activation, % at 8 µM; PPARgamma-SRC-1 coactivator recruitment biochemical assay; hit rate 0.41% among 200,000; in the data active = activation above about 19%;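 note: 0% = DMSO and 100% = reference agonist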
# Target sequence (P37231 whole entry, looked up): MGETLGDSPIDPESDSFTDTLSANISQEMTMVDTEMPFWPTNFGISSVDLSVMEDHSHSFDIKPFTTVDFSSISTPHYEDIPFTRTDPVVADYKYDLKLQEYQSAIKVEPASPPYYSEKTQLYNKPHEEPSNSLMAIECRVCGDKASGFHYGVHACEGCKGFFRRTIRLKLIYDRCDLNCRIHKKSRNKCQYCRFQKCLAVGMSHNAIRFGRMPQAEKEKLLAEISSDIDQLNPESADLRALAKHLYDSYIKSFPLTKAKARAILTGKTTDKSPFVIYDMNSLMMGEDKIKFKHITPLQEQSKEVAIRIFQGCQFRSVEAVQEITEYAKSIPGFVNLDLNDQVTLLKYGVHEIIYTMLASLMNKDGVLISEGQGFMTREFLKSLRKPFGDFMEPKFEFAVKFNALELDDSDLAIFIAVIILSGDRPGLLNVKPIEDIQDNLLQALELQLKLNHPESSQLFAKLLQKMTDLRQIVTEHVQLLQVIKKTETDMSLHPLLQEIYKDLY
# RAM inhibit: inhibitors of the yeast RAM network; S. cerevisiae dse1pr::URA3 reporter, 5-FOA growth OD615, 2 d; analog-sensitive cbk1-as2 kinase mutant strain; inhibition, % at 50 µM; hit rate 1.8% among 190,000;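 active = inhibition above a set limit, 3 SD over mean compound inhibition, cut at about 8.4% in these data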;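 note: 0% = DMSO-only wells with no growth and 100% = 10 µM 1-NA-PP1 full growth; inhibition rescues growth on 5-FOA so higher OD means more RAM inhibition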
# PPARg SRC-3 ag: promotes SRC-3 coactivator recruitment by human PPARgamma; biochemical PPARgamma/SRC-3 coactivator recruitment assay; P37231; hit rate 0.26% among 200,000; activation, % at 8 µM; AID 731; in the data active = activation above about 23%;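 note: 0% = DMSO and 100% = reference agonist; some compounds past the cut are filed as inactive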
# bIAP inhibitor: blocks bovine intestinal alkaline phosphatase activity; purified bovine IAP, CDP-star luminescence, 30 min; inhibition, % at 20 µM; 190,000 tested, under 10 active; AID 1019;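 active = over 50% inhibition of intestinal alkaline phosphatase at 20 µM in the single-dose screen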
#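 System: Purified bovine intestinal alkaline phosphatase (IAP) enzyme | Input: IAP diluted 1/65,000,000 in the well | Also added: CDP-star chemiluminescent phosphatase substrate, 30 µM final | Dosing: 20 µM single dose | Times: Enzyme reaction for 30 min at room temperature | Detection: Luminescence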
# DTT redox prof: compounds producing H2O2 with reducing agent – biochemical, NIH compound library profiling, artefact control for MLSCN library redox annotation, primary screen; DTT-dependent redox cycling H2O2, phenol red/HRP absorbance; 100% = 100 µM peroxide control, 0% = buffer; activation, % at 10 µM; hit rate 0.03% among 200,000;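 active = activation of at least 50% relative to the plate's high and low controls in the primary single-dose screen; inactive = activation below 50%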;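 note: compound incubated with DTT at 0.8 mM final as the reducing agent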
# PPARg SRC2 recr: PPARgamma-driven SRC-2 recruitment agonism; P37231; PPARgamma LBD-SRC-2 recruitment, biochemical; activation, % at 8 µM; hit rate 0.34% among 200,000; AID 1032; in the data active = activation above about 22%;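 note: 0% = vehicle and 100% = reference agonist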
# TR-FRET SRC-2 ct: counter-screen for PPARgamma SRC-2 recruitment agonists: TR-FRET artefact; active compounds read high; TR-FRET ratio at 8 µM; hit rate 0.4% among 200,000; AID 1049; in the data active = TR-FRET ratio above about 2000; note: inactives centre near 1500; reference of the scale not given here
# L major viab: inhibitors of Leishmania major promastigote growth; inhibition, % at 10 µM; hit rate 9% among 200,000; AID 1063; Leishmania major promastigotes, resazurin fluorescence viability; in the data active = inhibition above about 50%;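 note: promastigotes grown with compound for 44 hours at 28 °C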
# S1P3 antagonist: antagonists of human S1P3 receptor; Q99500; CHO S1P3 NFAT-BLA reporter, FRET fluorescence, antagonist mode; AID 485; hit rate 0.27% among 170,000; inhibition, % at 4.98 µM;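 active = inhibition above the plate cutoff, the mean inhibition of test wells on that plate plus 3 SD, cut at about 28% in these data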;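 note: cells challenged with S1P at its EC80 of 0.8 µM; blue over green emission ratio from cleaved BLA substrate after 4 h stimulation; 0% = S1P-stimulated wells and 100% = unstimulated DMSO-only wells; some compounds past the cut are filed as inactive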
# The depositor's hits bear a star; i = inactive; x = not tested or not shown; & = joins results of further samples. This is a subset; rates above refer to the full screens.
SMILES,HMGR II inh,ROMK primary,PPARg SRC1 recr,RAM inhibit,PPARg SRC-3 ag,bIAP inhibitor,DTT redox prof,PPARg SRC2 recr,TR-FRET SRC-2 ct,L major viab,S1P3 antagonist
CCC(C)NC(=O)CN1C(=O)CN=C(c2ccccc2)c2ccccc21 (stereo unspecified),-6,-0.89,-4,-1.3,-2,-34,-0.8,-8,1528,25,-3
CCCCCn1c(=O)c(C(=O)Nc2nc(CC(=O)OCC)cs2)c(O)c2ccccc21,6,-0.24,6,25*,5,8,-0.1,8,1681,90*,2
Cc1oc(-c2ccc(Cl)cc2)nc1CS(=O)CC(=O)N1CCC2(CC1)OCCO2 (stereo unspecified),-7,0.036,7,1.1,5,9,-6.6,3,1539,-5,2
Cc1nn(Cc2ccccc2)c(C)c1C(=O)OCC(=O)Nc1cccc(S(N)(=O)=O)c1,-2,-0.47,-6,1.1,-1,5,-0.3,-7,1653,5,-13
CC1CCC[C@H](O)CCCCCc2cc(O)cc(O)c2C(=O)O1 (stereo partly specified),-8&-6,x,0&6,2.6,0&2,11&8,-0.2,2&5,1531&1567,3,11&0
C(=NC12CN3CN(CN(C3)C1)C2)c1cccs1,-3,x,9,2.0,-11,5,0.4,-4,1629,1,x
CC12CN3CC(C)(CN(C1)C3c1ccco1)C2=O (stereo unspecified),-4,-0.013,-6,1.9,-20,4,0.0,-8,1413,-2,-18
O=c1[nH]c(=S)n(C2CC2)c(O)c1C=Nc1cccc(C(F)(F)F)c1,-3,x,6,2.5,10,-1,0.1,2,1467,-7,10
Nc1ccc2cc(Br)ccc2c1,2,0.15,6,0.2,8,0,-0.3,7,1712,9,-20
COc1cccc(-n2c(=S)[nH]c3ccccc3c2=O)c1,-3,-0.4,-4,1.2,-2,0,-0.2,-1,1586,3,-5
CCOC(=O)/C(=N\Nc1ccccc1)N1CC1,-8,0.038,5,-1.2,4,5,0.6,-5,1452,-8,4
CCOc1ccc(/C=C2/C(=O)NC(=O)N(CCc3ccc(F)cc3)C2=O)cc1,-1,x,2,2.7,0,8,-0.1,0,1485,-10,6
Cc1ccc2c(c1)C1CN(C)CCC1N2C(=O)COc1ccc(S(=O)(=O)N2CCOCC2)cc1 (stereo unspecified),-6,x,8,-2.0,0,-5,1.3,2,1458,-4,76*
CCN1CCN(C(=O)Cc2coc3ccc4ccccc4c23)CC1,-3,0.095,-2,-0.1,2,0,0.1,1,1376,12,x
O=C(c1cc(C(=O)NCc2ccc(Cl)cc2)c(=O)n(Cc2ccc(Cl)cc2)c1)c1cc(F)ccc1O,-1,-0.88,1,5.0,4,-4,0.3,-5,1526,16,-1
CCN(CC)c1ccc(N=Cc2c(O)n(CCc3ccc(OC)c(OC)c3)c(=O)[nH]c2=O)cc1,-2,x,5,2.1,8,5,0.5,7,1708,40,6
C=CCn1c(O)c(C(CC)=NCCC2=CCCCC2)c(=O)[nH]c1=O,-1,x,-8,0.9,10,5,7.0,0,1496,5,x
CC(Cc1ccccc1Sc1ccc(O)cc1)N(C)C (stereo unspecified),-1,x,-4,-0.5,-10,10,0.0,-5,1332,101*,x
CN1CCN(c2ccc(N)cc2Cl)CC1,-1,-0.54,7,1.3,0,-6,-0.1,-3,1569,-4,-16
CCN(CC)CCCN=C(C)c1c(O)n(-c2ccc(C)cc2)c(=O)[nH]c1=O,-1,x,-7,1.4,-2,13,1.1,6,1533,1,7
CCc1ccc(N2C(=O)NC(=O)/C(=C/c3cccn3CCOc3ccc(C)cc3)C2=O)cc1,-1,x,1,1.2,-8,7,0.6,6,1491,3,-17
CN1CCN(Cc2cn3cccnc3n2)CC1,-4,0.52,-9,0.6,1,-4,-1.0,-8,1378,-1,-5
COc1ccc(OC)c(N2C(=O)NC(=O)C3(Cc4cc(C)ccc4N(C)C3)C2=O)c1 (stereo unspecified),3,0.4,0,1.4,4,-10,-0.4,-8,1600,4,15
O=c1c2ccccc2nc(-c2cccs2)n1-c1ccccc1,-2,x,2,2.5,0,0,0.3,15,1545,1,x
CN(C(=O)c1ccco1)C1(c2ccccc2Cl)CCCCC1=O (stereo unspecified),5,-1.6,3,0.8,0,5,-0.4,5,1588,2,x
CCCCCCCC(=O)NC(Oc1ccccc1[N+](=O)[O-])C(Cl)(Cl)Cl (stereo unspecified),-2,-1.1,3,-1.1,12,29,0.2,0,1542,-3,x
O=C(Nc1ccccc1)NC1CC2CCC(C1)N2 (stereo unspecified),-3,x,-7,1.1,3,4,-0.1,-4,1451,5,20
COC(=O)c1c(C)[nH]c(C(=O)C(C)[N+]23CCN(CC2)CC3)c1C (stereo unspecified),-1,0.14,-6,0.2,2,-4,-1.1,-8,1389,6,-19
CCOC(=O)C(C)(CC)NC(=O)CSP(=S)(OCC)OCC (stereo unspecified),-1,-0.046,4,-0.5,-4,2,0.2,-11,1636,1,x
Cc1ccc(CN2C3CCCC2CC(NC(=O)Nc2cccc(F)c2)C3)cc1 (stereo unspecified),-7,-3.2,6,-0.3,1,i,5.0,-3,1548,96*,0
O=C1NC(=O)N(c2ccccc2)C(=O)/C1=C/c1ccc(Sc2ccccc2)o1,2,1.8,6,7.8,13,8,0.1,7,1693,-8,x
CN1C(=O)C(Cc2nc3ccccc3c(=O)n2-c2ccccc2)c2ccccc21 (stereo unspecified),-2,x,6,2.1,10,2,0.9,12,1573,4,x
Cc1ccc(S(=O)(=O)NP(=O)(Oc2ccccc2)Oc2ccccc2)cc1,-4,2.2e-05,3,3.1,-5,1,-0.2,13,1378,-8,x
O=C(O)C1C2CCC(O2)C1C(=O)Nc1ccc(Cl)cc1 (stereo unspecified),-2,0.66,6,2.5,-2,-16,-0.2,-8,1588,-6,7
CCN(CC)c1ccc(C=C2C(=O)N(C)C(=S)N(C)C2=O)o1,-3,-1.1,-5,8.0,-3,13,-0.1,-1,1414,72*,-8
CCC(C)N=Cc1c(O)n(-c2ccccc2)c(=O)[nH]c1=O (stereo unspecified),4,0.015,4,0.4,4,12,0.1,0,1454,0,x
Cc1cccc(N2C(=O)CC(=O)NC2=O)c1,-4,0.92,0,2.5,-2,1,0.6,1,1472,-7,-27
COc1ccccc1N1CCN(Cc2ccc(F)cc2)CC1,3,-0.36,6,1.7,1,5,0.6,13,1759,-6,-24
CSc1ccc(CNC2CN3CCC2CC3)cc1 (stereo unspecified),-2,x,-1,0.8,-2,9,-0.8,2,1453,100*,-10
CC(O)(CS(=O)(=O)c1ccccc1)C(=O)Nc1cccc(C(F)(F)F)c1 (stereo unspecified),1,x,-3,0.8,4,4,1.6,-3,1435,-5,x
CCCCCSc1cc(OC)c(CCN(C)C)cc1OC,-3,-1.5,4,0.1,2,-2,-4.8,6,1518,100*,x
Cc1cccc(OP(N)(N)=O)c1C,-6,-0.58,14,0.9,0,1,-1.0,9,1643,-5,-11
N#CCC(=O)NN1Cc2ccccc2C1=N,-5,-0.68,-3,0.5,-3,9,0.0,-3,1383,-3,5
COC(=O)N(C)c1ccc(C(O)(C(=O)OC)C(F)(F)F)cc1 (stereo unspecified),2,0.44,5,0.0,3,-3,-0.4,11,1681,87*,-3
CCC(C)N1C(=O)/C(=C\c2cnc(N(C)C)nc2)C(=O)NC1=S (stereo unspecified),9,x,1,-2.0,-3,1,-0.6,-1,1704,14,-14
Cc1cc(OCc2ccc([N+](=O)[O-])cc2)c2c3c(c(=O)oc2c1)CCCC3,3,x,-2,3.7,-4,9,3.9,2,1497,2,x
CCN(CC)CCOC(=O)C(O)(c1ccccc1)c1ccccc1,-3,x,3,1.5,-5,8,0.2,1,1437,-4,-6
COc1ccccc1/C=C1/C(=N/O)C2CCN1CC2,-4,x,-1,-0.6,-7,2,-0.8,0,1464,1,-18
COc1cc(CC2(CCc3ccncc3)C(=O)N(C)C(=O)N(C)C2=O)cc(OC)c1OC,-3,-0.041,8,2.4,0,-3,-0.6,6,1624,-3,-18
CCOC(=O)c1cccc([P+](=O)O)c1,-2,-0.75,-6,0.2,-12,2,2.2,-7,1237,-4,-14
CCOc1cccc(CNC2CN3CCC2CC3)c1 (stereo unspecified),1,x,6,1.6,2,-5,0.3,2,1604,99*,x
COC1CCCCC1NCCc1ccccc1 (stereo unspecified),-3,0.45,-4,-0.8,3,-10,-0.1,-8,1511,15,-10
O=c1[nH]c(=O)n(C2CCCCC2)c(O)c1C=NCCCn1ccnc1,5,0.61,-3,2.6,-2,-13,-0.5,4,1569,-3,x
CC1CCCCN1Cc1cccnc1 (stereo unspecified),0,0.079,-3,1.2,0,-6,0.2,-2,1442,-7,-12
O=c1[nH]c(=O)n(Cc2ccco2)c(O)c1C=NCCCn1ccnc1,-6,-0.4,0,0.2,0,9,-0.1,5,1753,-3,x
Cn1cc(C(=O)NCc2ccccc2)c2ccccc21,1,0.066,7,1.0,0,-9,-2.0,2,1831,1,2
COc1cc2c(C(=O)N3CCN(C)CC3)c(C)n(C)c2cc1Br,-3,0.22,4,-1.3,-18,1,-0.2,-14,1520,18,-12
CCCn1c(C(=O)c2ccccc2OC)nc2ccccc21,-2,-0.42,-1,0.5,1,9,-0.5,-1,1396,15,-6
CCC(=O)c1cn(Cc2ccc(C#N)cc2)c2ccccc12,-4,-0.55,-2,2.4,9,16,0.3,-2,1548,26,x
OC1(c2ccc(F)cc2)CCNC1 (stereo unspecified),8,-0.037,4,0.7,-7,-2,0.0,4,1536,0,x
# (next part)
SMILES,HMGR II inh,ROMK primary,PPARg SRC1 recr,RAM inhibit,PPARg SRC-3 ag,bIAP inhibitor,DTT redox prof,PPARg SRC2 recr,TR-FRET SRC-2 ct,L major viab,S1P3 antagonist
COc1ccc(/C=C2\C(=N\O)C3CCN2CC3)cc1,-2,-0.91,-1,0.7,5,6,0.9,-5,1555,-5,x
Cc1nn(Cc2ccccc2)c(C)c1C(=O)OCC(=O)Nc1ccccc1SCC#N,0,0.055,-6,2.9,-6,-4,2.8,2,1292,0,-16
COc1cccc(C2=NOC(C(=O)N3CCC4(CC3)OCCO4)C2)c1 (stereo unspecified),-2,x,8,-0.7,1,-9,1.8,5,1564,-6,-14
COc1ccc(O)c(CN2CCCC(C(=O)c3sccc3C)C2)c1 (stereo unspecified),5,-0.39,-2,0.4,4,-9,-0.6,12,1528,0,7

# 3 entries drawn at random from the list so far, as already listed:
SMILES,HMGR II inh,ROMK primary,PPARg SRC1 recr,RAM inhibit,PPARg SRC-3 ag,bIAP inhibitor,DTT redox prof,PPARg SRC2 recr,TR-FRET SRC-2 ct,L major viab,S1P3 antagonist
CCOc1cccc(CNC2CN3CCC2CC3)c1 (stereo unspecified),1,x,6,1.6,2,-5,0.3,2,1604,99*,x
CCCn1c(C(=O)c2ccccc2OC)nc2ccccc21,-2,-0.42,-1,0.5,1,9,-0.5,-1,1396,15,-6
Nc1ccc2cc(Br)ccc2c1,2,0.15,6,0.2,8,0,-0.3,7,1712,9,-20
